A549 tox = Nrf2 qHTS screen for inhibitors: counterscreen for cytotoxicity; Potency, µM (doses to about 46 µM), inactives show at the highest dose activity change, negative = cytotoxicity, usual class: inhibitors; A549 ARE-Fluc cells, CellTiter-Fluor viability, 18-24 h; AID 504648, 2011; actives 0.16% (n = 390,000); note: potency is the fitted concentration of half-maximal effect; % is set by controls: 0 for no effect and ±100 for the full control effect
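A549 ARE_Fluc cells in 5% FBS OPTI-MEM were exposed to compounds in concentration-response for 18-24 h at 37 deg C. Viability was read by CellTiter-Fluor fluorescence (Ex 405/Em 525) after 30 min, before the luciferase read.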
S2 tox = Viability Counterscreen for Primary qHTS for Inhibitors of ATXN expression. Potency, µM (top dose mostly 56.7 µM), hits mostly cytotoxic. actives 0.49% (n = 400,000). S2 cells (HEK-293 line with an ATXN2-luciferase reporter) viability, CellTiter-Fluor protease fluorescence, 24 h; note: potency is the fitted concentration of half-maximal effect; nearly all actives have a fitted effect of over 40% in size
TGFb inhibitor = qHTS for Inhibitors of TGF-b. actives 1.2% (n = 410,000). AID 588855, 2011. Potency, µM (top dose mostly 46.1 µM), for the others: at the top dose activity, negative = inhibition, usual class: inhibitors. HepG2 CAGA-GFP TGF-b/SMAD3 reporter, GFP fluorescence, 18 h; TGF-beta stimulated, 500 pg/mL final; note: potency is the fitted concentration of half-maximal effect; % is set by controls: 0 for no effect and ±100 for the full control effect; nearly all actives have a fitted effect of over 65% in size
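HEPG2 CAGA-GFP, 1000 cells/well; 2 h settle, 37 C; cpd via pin tool; TGF-b 500 pg/mL final; 18 h, 37 C; GFP imaging ex488/em500-530; %Activity normalised to -TGF-b and +DMSO controls; CRC fit, curve class.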
HepG2 tox = qHTS for Inhibitors of TGF-b: Cytotox Counterscreen. HepG2 CAGA-GFP viability, ATP luminescence, 18 h. actives 0.76% (n = 410,000). Potency, µM (highest dose often 46.1 µM), inactives show top-dose activity change, negative = cytotoxicity, most hits filed as cytotoxic; note: potency is the fitted concentration of half-maximal effect; some results filed as inactive show a strong effect at the top dose
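CellTiter-Glo luminescence gave cytotoxicity after 18 hours at 37 degrees C. The cells were HepG2 CAGA-GFP in 1% FBS DMEM, stimulated with 500 pg/mL TGF-beta after compound addition. %Activity was normalised to no-cell wells (complete cell-killing) and DMSO (no toxicity), and curves were fitted and classified.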
IL1B secr inh = qHTS for Inhibitors of Inflammasome Signaling: IL-1-beta AlphaLISA Primary Screen; actives 4.7% (n = 360,000); AID 743279, 2014; activity change, % at 57.5 µM; THP-1 LPS/ATP IL-1B secretion, AlphaLISA, 16 h; active compounds read low; in the data active = activity change below about -50%; inconclusive = mostly about -30% to -49%; note: % is set by controls: 0 for no effect and ±100 for the full control effect
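THP-1 cells pretreated 1 hr with compounds (up to 57.5 uM final), then stimulated with LPS (250 ng/mL final) plus ATP (1.25 mM final); secreted IL-1B measured by AlphaLISA after 16 hr, decreased signal indicating inhibition.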
Nrf2 block = Nrf2 qHTS screen for inhibitors; A549 ARE-Fluc reporter, luciferase luminescence, 18-24 h; Potency, µM (titrated, usually from 46 µM), without a hit: top-dose activity change, negative = inhibition, most hits filed as inhibitors; actives 2.1% (n = 360,000); AID 504444, 2011; note: potency is the fitted concentration of half-maximal effect; % is set by controls: 0 for no effect and ±100 for the full control effect; nearly all actives have a fitted effect of over 60% in size
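In this cell-based qHTS, ARE-driven firefly luciferase in A549 cells reports Nrf2 activity; the luminescent signal after BugLite lysis is the measured value, with a prior CellTiter-Fluor read for cell health.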
Nrf2 activator = qHTS of Nrf2 Activators; AREc32 ARE-luciferase reporter (MCF7-derived line), luminescence, 24 h; Potency, µM (titrated, usually from 46.1 µM), without a hit: at the highest dose activation, hits mostly activators; actives 0.31% (n = 410,000); AID 624171, 2012; note: potency is the fitted concentration of half-maximal effect; % of control where 0% means no effect; nearly all actives have a fitted effect of over 65% in size
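ARE activation measured as luciferase luminescence (Steady-Glo, 30 min RT) in AREc32_Fluc cells after 24 hr compound exposure at 37 deg C, 5% CO2; cells seeded overnight at 1000/well in OPTI-MEM, 5% FBS.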
ATXN2 expr inh = Primary qHTS for Inhibitors of ATXN expression; Potency, µM (series often up to 57 µM), for inactives: top-dose activity change, negative = inhibition, actives largely listed as inhibitors; AID 1745845, 2022; actives 0.72% (n = 360,000); HEK-293 ATXN2-luciferase reporter, luminescence, 24 h; note: potency is the fitted concentration of half-maximal effect; % is set by controls: 0 for no effect and ±100 for the full control effect; nearly all actives have a fitted effect of over 55% in size
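ATXN2-luciferase reporter cells (luciferase flanked by upstream and downstream ATXN2 gene portions) were treated 24 h at 37 °C with compounds at up to 57 uM. SteadyGlo luminescence gave expression; GF-AFC fluorescence gave viability.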
MCF10A rerep = A quantitative high throughput screen for small molecules that induce DNA re-replication in MCF 10a normal breast cells; MCF 10A DNA re-replication, Hoechst nuclear intensity, 48 h; Potency, µM (titrated, usually from 46.1 µM), for inactives: at the highest dose activity, positive = re-replication, most hits filed as activators; actives 2.9% (n = 350,000); AID 624296, 2012; note: potency is the fitted concentration of half-maximal effect; % of control where 0% means no effect; nearly all actives have a fitted effect of over 50% in size
* marks the source's active call; other numbers are inactive results; i = inactive; ? = inconclusive; · = not tested or not shown; & = joins results of further samples; [ ] = remark or other dose. Unless noted, calls come from the whole dose curve; as a rule, active = well fitted curve in the direction sought with a large enough effect; inconclusive = small, poorly fitted or top-dose-only effect, or another doubt; inactive = no such curve, though single readings can be large; an effect the other way counts as inactive or inconclusive. An unsorted share of the library (roughly 8.8% active in at least one column).

SMILES | A549 tox | S2 tox | TGFb inhibitor | HepG2 tox | IL1B secr inh | Nrf2 block | Nrf2 activator | ATXN2 expr inh | MCF10A rerep
Cn1cccc1Cc1nnc(SCC(=O)NC2CCCCC2)n1-c1ccc(F)cc1 | 7.3% | i | 1.1% | -11.0% | -0.4 | -16.4% | 2.9% | -2.5% | 1.0%
CCC(=O)N1CCc2cc(S(=O)(=O)NCCCN3CCN(Cc4ccccc4)CC3)ccc21 | -0.6% | i | -4.0% | -19.4% | -6.9 | -12.8% | -0.4% | -2.6% | -0.1%
Cc1[nH]c2ccccc2c1/C=N/NS(=O)(=O)c1ccccc1 | -0.6% | i | 3.9% | 4.7% | 33.0 | 0.0% | 6.2% | -16.8% | ?
Cc1cc(NC(=O)CCC(=O)N(c2ccc(F)cc2)C(C(=O)NC2CCCC2)c2ccncc2)no1 (stereo not given) | -9.0% | i | 12.6% | -23.1% | 1.2 | 0.3% | 0.3% | 1.6% | 0.0%
CN(C(=O)c1cc2c(Cl)nc3ccccc3c2s1)c1cccc(C(F)(F)F)c1 | -3.6% | i | -0.6% | 2.4% | · | 11.6% | 0.1% | 6.0% | ·
Cc1ccc(NC(=O)CCCn2c(=O)c3cccn3c3ccccc32)cc1Cl | 4.3% | · | ? | 1.2% | · | 3.8% | -0.4% | · | ·
COc1ccc(NC(=O)CSc2nnc(-c3ccco3)n2N)cc1Cl | -0.3% | i | 19.3% | 10.1% | -8.4 | -1.2% | -0.2% | -0.4% | -0.7%
Cc1cccc(N2CN(S(=O)(=O)c3cccc([N+](=O)[O-])c3)c3nc4ccccc4nc32)c1 | -6.1% | ? | -9.5% | -15.7% | 1.6 | -3.4% | -0.1% | -1.1% | 14.8%
O=C(CCNS(=O)(=O)c1ccccc1Cl)OCc1nnc(-c2ccccc2Cl)o1 | 0.8% | i | 12.7% | 2.0% | 1.6 | 1.3% | -0.2% | 8.1% | -5.9%
O=c1c2ccccc2nc2n1CCCCN2 | 7.6% | i | -15.9% | -4.9% | -2.0 | 0.3% | -0.6% | 6.9% | -1.2%
CC1CCC2C(=O)N(c3cccc(C(=O)Nc4ccccc4Cl)c3)C(=O)C2C1 (stereo not given) | -2.1% | i | -4.2% | -4.1% | 6.4 | 1.5% | -0.5% | 5.0% | 2.7%
Cc1cccc(OCC2=NS(=O)(=O)c3ccccc3N2)c1 | 1.3% | i | -18.6% | -8.7% | 25.8 | 0.5% | 0.3% | 37.6%[activator] | 6.0%
COc1ccc(CC(=O)Nc2ccccc2NC(=O)Cc2ccc(OC)cc2)cc1 | 0.6% | i | -0.2% | 8.4% | 8.0 | 13.8% | -0.5% | -1.5% | -1.2%
Cc1nn(CCC(=O)NCc2ccc(N(C)C)cc2)c(=O)c2nn(-c3ccccc3)c(C)c12 | 2.2%&3.0% | i | -0.8%&-2.8% | -1.8%&-3.0% | ? | ? | -1.4%&0.3% | ? | 1.6%
COc1ccc(N2CCN(C(=S)NCc3ccc(C)cc3)CC2)cc1 | -1.1% | ? | 10.1% | -2.2% | 9.7 | -6.5% | -0.2% | -7.0% | -5.3%
CC(NCc1ccc(F)cc1)C(=O)Nc1cc(S(=O)(=O)N2CCCCC2)ccc1Cl (stereo not given) | 0.9% | i | ? | -40.4% | -26.3 | -20.7% | -0.2% | -8.1% | ?
CCOC(=O)c1c(C)[nH]c(C(=O)NNC(=O)c2ccccc2)c1C | 4.3% | i | 8.5% | -15.1% | -1.6 | · | -1.6% | 2.7% | -12.1%
CC(C)c1nnc(NC(=O)CC(=O)Nc2ccccc2C(=O)O)s1 | -3.7% | i | 14.6% | -24.1% | 1.3 | · | -2.8% | ? | 5.6%
C=CCN1C(=O)c2ccc(C(=O)N3CCC(C(N)=O)CC3)cc2C1=O | 3.4% | i | -16.5% | -33.6% | 5.4 | 5.5% | -0.6% | -3.7% | 4.6%
CC(=O)N1CCN(C(=O)c2cccc(S(=O)(=O)NCc3ccccc3)c2)CC1 | 0.8% | i | 0.0% | -8.9% | 6.8 | -12.4% | 1.7% | -6.4% | -1.5%

The last 2 records of the part before are carried over, then new ones follow.
SMILES | A549 tox | S2 tox | TGFb inhibitor | HepG2 tox | IL1B secr inh | Nrf2 block | Nrf2 activator | ATXN2 expr inh | MCF10A rerep
C=CCN1C(=O)c2ccc(C(=O)N3CCC(C(N)=O)CC3)cc2C1=O | 3.4% | i | -16.5% | -33.6% | 5.4 | 5.5% | -0.6% | -3.7% | 4.6%
CC(=O)N1CCN(C(=O)c2cccc(S(=O)(=O)NCc3ccccc3)c2)CC1 | 0.8% | i | 0.0% | -8.9% | 6.8 | -12.4% | 1.7% | -6.4% | -1.5%
O=C(CN1C(=O)c2ccccc2C1=O)NCC(=O)OCC(=O)c1cccc([N+](=O)[O-])c1 | 0.0% | i | -14.6% | -18.0% | 6.0 | 9.6% | -0.6% | 5.6% | 0.9%
CCC1Nc2ncnc(N3CCc4ccccc4C3)c2N(Cc2ccc(Br)cc2)C1=O (stereo not given) | · | ? | 12.6µM* | -10.7% | -94.9* | · | 5.6% | ? | ·
Cc1cccc(N2CCN(C(=O)c3ccc(CS(=O)(=O)c4ccccc4C)o3)CC2C)c1 (stereo not given) | -14.3% | · | -6.4% | -9.2% | 13.6 | -11.3% | -0.6% | · | 3.7%
O=C(O)c1cccc(S(=O)(=O)Nc2ccccc2N2CCOCC2)c1 | 5.1% | i | -5.7% | 4.0% | 7.5 | -11.7% | 0.3% | · | 1.2%
Cn1cc(Br)c(C(=O)Nc2sc3c(c2C(N)=O)CCC3)n1 | 5.3% | i | 6.5% | 1.5% | -23.4 | · | 2.4% | 41.2%[activator] | 8.2%
COc1ccc(Cl)cc1C(=O)n1cnc2ccccc21 | ? | i | 2.7% | -1.6% | -15.4 | 0.3% | 1.4% | 8.0% | -1.8%
Cc1ccc(S(=O)(=O)[N-]c2nc3ccccc3nc2-n2cc[n+](Cc3ccccc3)c2)cc1 | -6.6% | · | 11.5% | -16.1% | ? | ? | 0.0% | 12.1% | ?
O=C(Nc1ccc2c(c1)OCO2)N1CCN(c2ccccc2Cl)CC1 | -15.1% | i | 22.1% | -16.3% | -26.8 | ? | 0.2% | 42.8%[activator] | ?
COc1ccc(OCC(=O)NCCCCCCNC(=O)COc2ccc(OC)cc2)cc1 | 2.5% | i | -0.5% | -5.6% | 29.6 | -3.1% | 0.1% | -8.8% | 0.1%
COc1ccccc1C(C)NC(=O)Cc1ccc(S(=O)(=O)N2CCOCC2)s1 (stereo not given) | -0.3% | i | -25.8% | -4.2% | 10.6 | -5.3% | -0.4% | 4.6% | 5.2%
CC1(C)CC(=O)C(C=Nc2ccccc2Sc2ccccc2)=C(O)C1 | 1.7% | i | 6.0% | -9.1% | -5.2 | -11.8% | 0.6% | -7.3% | 2.5%
O=C1CC(SCCc2nc3ccccc3[nH]2)C(=O)N1c1ccc(F)c(Cl)c1 (stereo not given) | 6.7% | i | 4.9% | -1.6% | 10.9 | 1.9% | 0.4% | 3.7% | 5.8%
CCCOCC1CC2(SC(=Nc3ccc(C)cc3)NC2=O)C(=O)O1 (stereo not given) | 0.9% | i | 0.3% | 1.3% | 1.0 | 8.4% | 0.2% | -12.1% | 3.3%[9.22 µM]
O=C(COC(=O)c1ccccc1)c1ccc(S(=O)(=O)N2CCCCC2)cc1 | -10.9% | i | 0.0% | 5.5% | 15.2 | -14.5% | -0.4% | -1.1% | 2.2%
COc1cc(/C=C2/C(=N)N3C=CSC3=NC2=O)ccc1OCCOc1ccc(NC(C)=O)cc1 | -6.0% | i | 0.3% | -22.3% | 12.2 | -5.0% | 4.1% | 5.9%[11.3 µM] | -5.8%
CCC(=O)[C@@H](C)[C@@H](OC(C)=O)[C@H](C)C[C@@H](C)[C@H]1OC(=O)C[C@@]2(O)CC=C(C)C(O2)C(C)=CCCC[C@H](O[C@H]2C[C@@H](OC(N)=O)[C@H](OC(C)=O)[C@@H](C)O2)C=C[C@H](C)C[C@H]1C | · | i | · | · | 18.3 | · | 6.2% | -4.9% | ·
O=C(CCNC(=O)c1ccc(Br)cc1)NCC1CCCO1 (stereo not given) | 0.5% | i | 9.7% | -10.7% | 6.6 | 5.7% | -0.3% | -4.8% | -2.5%
CSc1nc(C)[nH]c(=O)c1C#N | 10.8% | i | 0.3% | 116.2% | 15.6 | 3.2% | 0.1% | -8.6% | -6.2%
COc1ccc(-n2ncc(C(C)NS(=O)(=O)c3cccs3)c2C)cc1 (stereo not given) | 1.1% | i | 0.0% | -36.2% | 2.0 | -28.0% | 0.5% | -13.9% | 6.5%
CCCN(c1ccccc1F)S(=O)(=O)c1ccc2c(c1)C(C)(C)C(=O)N2C | -10.6% | i | 16.9% | -28.5% | · | -29.0% | 4.8% | 0.0% | ·
CC(C)OC(=O)CC(NC(=O)OC(C)(C)C)c1ccccc1 (stereo not given) | 2.2% | i | 2.5% | -8.0% | 8.7 | 6.5% | 0.0% | 8.1% | 5.5%
N#CC1=C(SCc2ccccc2)NC(=O)CC1c1ccc(O)cc1 (stereo not given) | -1.4% | i | 25.2% | -9.0% | -2.5 | -23.5% | -0.2% | -9.2% | -4.5%
Cc1ccc(NC(=O)C2CCCC2)cc1S(=O)(=O)N1CCOCC1 | 1.7% | i | -23.4% | -14.2% | -5.8 | -14.9% | -1.7% | 3.0% | 1.9%
